Compound activity as filed in PubChem.
bCat KO growth: beta-catenin-lacking colon tumor cell growth suppression; viability, % at 10 µM; actives 1.5% (n = 140,000); HCT116 beta-catenin knockout viability, CellTiter-Glo, 60 h; active compounds read low; AID 818;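 active = viability at or under a set limit, the compound median less 4 SD, cut at about 6% in these data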;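 also: 0% = Hyamine 1622 control at 20 µM and 100% = untreated cell control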
GALR2 antag: antagonists of human galanin receptor 2 (GALR2); O43603; AID 828; GALR2-expressing cells, antagonist mode; actives 0.39% (n = 140,000); inhibition, % at 4 µM; in the data active = inhibition above about 27%;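 also: cells stimulated with galanin 1-16 at roughly its EC80; 0% = agonist challenge control and 100% = basal control without agonist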
Target sequence (O43603 whole entry, looked up): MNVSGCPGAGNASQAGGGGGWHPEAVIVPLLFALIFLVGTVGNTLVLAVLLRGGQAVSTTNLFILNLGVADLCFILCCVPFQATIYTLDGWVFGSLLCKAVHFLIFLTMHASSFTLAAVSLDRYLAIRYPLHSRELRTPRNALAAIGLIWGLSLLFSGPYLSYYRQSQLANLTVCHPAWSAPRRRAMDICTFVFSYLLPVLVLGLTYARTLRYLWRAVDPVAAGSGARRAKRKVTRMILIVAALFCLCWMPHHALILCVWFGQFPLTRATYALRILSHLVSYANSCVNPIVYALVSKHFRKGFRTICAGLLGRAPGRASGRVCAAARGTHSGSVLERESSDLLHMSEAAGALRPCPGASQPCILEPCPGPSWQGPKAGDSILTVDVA
Phagocyt inh: macrophage phagocytosis inhibition | J774A.1 macrophage IgG-bead phagocytosis, imaging | inhibition, % at 5 µM | actives 0.07% (n = 110,000) | AID 1029;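 active = inhibition above the mean of the plate negative controls plus 5 SD, cut at about 13% in these data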;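 also: phagocytic index as fraction of beads internalized from green versus red external bead signal; plate controls were DMSO negative control for no effect and cytochalasin-D positive control for full effect; some results beyond the cut were filed as inactive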
BB579 growth dn: reduces growth of yeast BB579 in restrictive medium. S. cerevisiae BB579 growth, OD615, 48 h. inhibition, % at 10 µM. actives 0.51% (n = 140,000). AID 804;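 active = inhibition above a set limit, 3 SD over the mean compound inhibition, cut at about 44% in these data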; also: inactives centre near -24
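Detection: OD615 turbidity measurement; Material: Saccharomyces cerevisiae DeaD strain BB579, replicative lifespan model yeast; Timing: 48 h exposure, 30 °C; Doses: single 10 µM dose; Medium: CSMM-D restrictive synthetic medium containing dextrose (glucose); Controls: amphotericin B at 10 µg/mL as positive control.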
E-sel TNF inh: TNF alpha driven E-selectin expression inhibition. HUVEC TNFa-induced E-selectin immunofluorescence, high content. inhibition, % at 2 µM. actives 0.71% (n = 120,000). AID 1246;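 active = inhibition above the batch mean plus 3 SD, and confirmed as a hit on visual image review, cut at about 43% in these data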;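 also: 0% = TNF-stimulated DMSO wells and 100% = unstimulated control wells; not every result past the cut was called active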
MRP-1 activ: activates MRP-1 | H69AR cells + doxorubicin, viability rescue, CellTiter-Glo | viability increase, % at 10 µM | actives 0.61% (n = 140,000) | AID 799;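 active = viability gain under doxorubicin at or above a set limit, the compound median plus 3 SD, cut at about 4.7% in these data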;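 also: MRP-1 overexpressing cells given doxorubicin 25 µM after compound pretreatment; 18-22 h compound pretreatment then 72 h with doxorubicin before readout; 0% = doxorubicin-only wells and 100% = vehicle-treated cells without doxorubicin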
PTEN del growth: PTEN-deleted cell growth suppression; actives 1.2% (n = 140,000); viability, % at 10 µM; HCT116 PTEN-null viability, CellTiter-Glo, 60 h; active compounds read low;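 active = viability at or below a set limit, 4 SD under the median of all tested compounds, cut at about 3.7% in these data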;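 also: PTEN knockout HCT116 line with beta catenin targeted HCT116 as companion control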
NPY Y2 blocker: blocks the human neuropeptide Y Y2 receptor | P49146 | NPY-Y2 expressing cells, antagonist mode | inhibition, % at 2.7 µM | actives 0.99% (n = 140,000) | AID 793; in the data active = inhibition above about 17%;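 also: 0% = vehicle with agonist challenge and 100% = reference antagonist with challenge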
Target sequence (P49146 whole entry, looked up): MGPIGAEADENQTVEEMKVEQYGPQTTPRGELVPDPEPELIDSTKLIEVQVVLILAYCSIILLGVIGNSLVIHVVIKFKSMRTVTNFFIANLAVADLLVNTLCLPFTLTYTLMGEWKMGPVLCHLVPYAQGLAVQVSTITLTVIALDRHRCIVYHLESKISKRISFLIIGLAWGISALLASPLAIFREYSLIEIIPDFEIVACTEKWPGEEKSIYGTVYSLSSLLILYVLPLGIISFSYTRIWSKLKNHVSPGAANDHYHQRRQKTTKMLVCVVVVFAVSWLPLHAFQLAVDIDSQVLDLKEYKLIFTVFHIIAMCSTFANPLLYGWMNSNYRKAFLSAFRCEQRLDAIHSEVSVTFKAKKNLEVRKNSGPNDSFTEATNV
Yeast lifespan up: extends the lifespan of yeast | S. cerevisiae growth with nicotinamide, OD615; deaD strain in restrictive glucose medium | inhibition of the nicotinamide effect, % at 10 µM | actives 0.68% (n = 130,000);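 active = inhibition above a set limit, placed 3 SD over the median of all compounds, cut at about 26% in these data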;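 also: 0% = nicotinamide-treated wells and 100% = cells grown without nicotinamide; some compounds called inactive have numbers as strong as hits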
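System: Modified budding yeast, DeaD strain | Buffer or medium: Restrictive glucose medium | Also added: 1.5 mM nicotinamide | Doses: 10 µM single point, 0.25% DMSO | Schedule: 48 h compound exposure at 30 °C, humidified | Detection: Absorbance at 615 nm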
Measles CPE: protection of cells from measles virus; Measles virus-infected cells, CPE protection, absorbance; protection (pct of control), % at 4 µM; actives 1.5% (n = 140,000); in the data active = protection mostly above about 24%, no sharp cut-off; inactive = mostly below about 26%; also: some compounds called inactive have numbers as strong as hits
An asterisk follows results filed as active; . = not tested or not shown. Hits appear at their usual frequency; about 6.1% have a hit in one of these screens.

SMILES	bCat KO growth	GALR2 antag	Phagocyt inh	BB579 growth dn	E-sel TNF inh	MRP-1 activ	PTEN del growth	NPY Y2 blocker	Yeast lifespan up	Measles CPE
Cc1ccc(S(=O)(=O)N(CC(=O)Nc2cccc(N(C)S(C)(=O)=O)c2)c2ccc(Cl)c(Cl)c2)cc1	48.9	7.8	0.5	-35.8	-32.9	-2.0	40.5	0.1	-0.1	22.7
COc1ccc(/C=C/C(=O)NC(=S)NCCc2ccc(OC)c(OC)c2)cc1	64.3	-5.8	.	-39.8	-15.2	-1.5	67.8	5.6	-9.6	4.9
CCC(=O)NC(=S)Nc1ccc(S(=O)(=O)NC(C)C)cc1	79.9	0.4	-3.9	-36.6	-56.6	-4.0	78.4	2.3	-9.9	2.1
CN(C(=O)CCN1C(=O)c2ccccc2C1=O)C1CCCCC1	94.2	-8.2	-0.9	-12.9	17.7	1.3	99.8	7.1	-2.9	13.0
COc1ccc(S(=O)(=O)N(Cc2ccccc2)Cc2nc(-c3ccccc3)no2)cc1	72.8	-0.1	-0.3	-39.2	3.0	2.2	65.8	21.3*	0.8	24.3
OCCN1CCN(c2ncnc3nc[nH]c23)CC1	104.5	5.6	-0.3	-2.4	-21.5	-0.7	113.6	0.8	-3.9	2.4
O=CNc1ccccc1Oc1ccccc1	106.9	4.9	-0.9	-62.2	.	-0.9	109.2	1.4	-16.8	4.1
CCOC(=O)CSc1nnc(CCCCCN2C(=O)c3cccc4cccc(c34)C2=O)o1	94.3	0.9	-6.2	-60.5	.	0.8	101.7	6.7	9.9	16.2
COc1ccc(NC(=O)/C(=C/c2cccnc2)NC(=O)c2cccs2)cc1	95.3	-7.5	.	-21.3	.	-0.8	87.5	2.7	-3.5	22.1
Cc1ccc(C(=O)C(C(=O)/C=C/c2ccccc2)=C2SCCCS2)cc1	2.9*	1.1	.	-39.9	17.0	-7.4	3.5*	3.7	.	13.3
Cc1ccc2c(c1)N(CC(=O)NCCc1c[nH]c3ccccc13)C(=O)CO2	84.7	8.4	-3.0	-74.3	10.1	-2.2	92.0	0.5	-8.5	8.5
COc1ccc(NS(=O)(=O)c2cc(NC(=O)[C@@H](NC(=O)c3ccccc3)C(C)C)ccc2C)cc1	31.3	17.8	2.9	-33.3	.	-1.4	36.0	0.5	1.4	10.3
Cc1ccc(NC(=O)Cc2cn3ccsc3n2)nc1	97.0	-1.3	-2.9	-9.7	13.4	-2.3	87.7	2.1	9.0	13.0
O=C(CN1C(=O)c2ccccc2S1(=O)=O)NCCSCc1ccco1	76.7	4.8	-0.5	-22.6	.	-1.1	90.2	3.9	-8.3	26.6
CCNC(=S)NNC(=O)C(c1ccccc1)c1ccccc1	101.3	-3.6	.	-6.2	10.5	0.1	93.3	0.1	-4.8	2.5
O=C(Cn1ccc([N+](=O)[O-])n1)NCc1cccs1	76.9	2.2	.	-16.9	-12.8	-3.4	96.4	2.0	-5.8	5.3
CC(=O)N1[C@H](Cc2ccccc2)C=C[C@]1(C)C(=O)NCc1ccccn1	96.8	6.2	.	-44.2	.	-1.6	95.1	-0.4	9.3	4.5
CC(C)CC(OC(=O)c1ccco1)C(=O)NCC1CCCO1 (centres undefined)	99.7	10.9	0.4	-37.6	-15.7	0.4	107.0	-0.5	-8.1	11.9
CCOc1ccccc1CN(CCc1ccc2c(c1)OCO2)Cc1ccccn1	54.8	12.4	-0.6	-4.7	-2.3	-4.9	57.4	15.3	1.0	5.1
Cc1cc(Nc2ccc(Cl)cc2)n(-c2ccccc2)n1	51.5	-9.5	-0.9	-26.5	-2.3	-1.6	56.3	4.0	-5.5	5.3
Cc1ccc(/C=N/NC(=O)c2ccncc2)o1	96.4	-4.2	-6.8	-13.1	.	-1.4	96.0	3.0	0.7	5.6
CN1C(=O)c2ccccc2N(C)C1c1ccc2c(c1)OCO2 (centres undefined)	98.1	0.6	2.2	-37.2	5.9	-1.3	94.6	5.0	-17.3	16.8
COc1ccc(-c2c(C)oc3ccc(C)cc23)cc1	81.3	-1.5	1.1	-4.4	7.0	-2.4	87.5	6.7	-8.8	0.7
CC(Oc1ccccc1)C(=O)NNS(=O)(=O)c1ccc([N+](=O)[O-])cc1 (centres undefined)	102.1	-4.8	-3.0	-6.3	.	-3.0	93.7	1.9	-0.9	24.1
Cc1ccc(-n2c(O)c(C=NC3CCS(=O)(=O)C3)c3ccccc3c2=O)cc1 (centres undefined)	79.9	7.8	.	-5.5	4.5	-2.7	102.9	0.6	-19.3	5.3
Cc1cc(C)n(-c2c(F)c(F)c(COC(=O)c3ccccc3)c(F)c2F)n1	86.7	4.3	0.1	-27.2	1.1	-2.7	94.1	7.5	-2.7	8.5
Cn1nc(-c2ccccc2)c(C(=O)Nc2ccc(C(F)(F)F)cc2)c1Cl	90.3	-4.2	-3.2	-35.4	-68.8	-2.9	92.8	6.2	-4.0	7.0
COCCCNC(=O)c1cccc(OC)c1OC	88.5	-1.1	9.7	11.5	-14.6	-2.3	87.8	1.9	-22.6	-0.6
COc1ccc(-c2cn3c(C)c(C(=O)NCCN4CCOCC4)sc3n2)cc1	91.5	-9.2	.	-44.7	13.1	-3.6	77.0	3.4	-35.6	2.9
O=C(C[n+]1cccc(CNC(=O)c2ccc(OC(F)F)cc2)c1)Nc1ccc(SC(F)F)cc1	86.1	-15.5	-9.9	-2.2	.	-3.5	75.5	0.0	-1.9	4.3
c1cc(-c2noc(CC3CCCCC3)n2)ccn1	90.7	3.2	-0.6	-32.7	-40.5	-0.9	88.9	3.1	29.1	1.4
CC1=C(C(=O)Nc2ccc([N+](=O)[O-])cc2)C(c2cccc(C(F)(F)F)c2)NC(=S)N1c1ccccc1 (centres undefined)	1.4*	-5.4	-0.3	-31.8	-1.8	-2.4	1.9*	-4.6	-11.3	5.5
COc1ccccc1NC(=O)C1=C(C)NC2=C(C(=O)CCC2)C1c1ccc(C)o1 (centres undefined)	96.1	-7.1	-1.5	-57.9	.	-1.7	103.7	2.0	-2.4	7.2
Cc1ccc(C(=O)Nn2cnc3scc(-c4cccs4)c3c2=O)c(O)c1	93.0	-16.1	0.2	-4.0	-6.5	-1.5	88.3	-2.0	-10.2	2.9
Cn1ncc(Br)c1C(=O)NC12CC3CC(CC(C3)C1)C2	101.1	5.8	.	-23.7	.	-1.5	93.0	1.1	19.2	3.9
Cc1cc([N+](=O)[O-])ccc1NC(=O)Cc1ccc(F)cc1	98.0	-6.5	-0.3	-18.4	.	-2.2	96.9	1.7	-4.6	52.8*
O=C(Oc1ccc2c(c1)OCO2)c1cc2c(s1)CCC2	2.6*	-5.2	2.0	-27.3	0.4	-1.2	2.1*	0.5	-18.1	2.6
COc1ccc(OC)c(NC(=O)c2cc(-c3ccc(C)cc3O)n[nH]2)c1	104.4	9.2	-1.5	-24.9	8.0	1.1	97.8	0.2	-5.2	4.6
Cc1ccc(NC(=O)Nc2cccc([N+](=O)[O-])c2)cc1F	14.5	24.4	0.5	-39.6	.	-4.7	6.8	-2.8	-2.4	36.8
N#CC1=C(N)NC(SCc2ccc(F)cc2)=C(C#N)C12CCCCC2	18.9	-4.8	-0.5	-13.9	-23.9	-2.5	18.0	-3.2	-9.8	26.8
COc1ccc(C(=O)Nc2ccc(S(=O)(=O)Nc3nccc(C)n3)cc2)cc1OC	98.2	-1.5	2.1	-21.6	26.3	-1.8	98.3	-0.1	-11.4	9.9
CCCS(=O)(=O)N1CCC(C(=O)N2CCC(Cc3ccccc3)CC2)CC1	92.0	-2.0	.	-10.9	.	-2.2	86.2	3.9	-5.3	6.2
Cc1noc(C)c1S(=O)(=O)N1CCC(C(=O)NC2CCN(Cc3ccccc3)CC2)CC1	83.1	-3.9	-0.3	-34.8	32.3	-0.8	81.0	2.3	25.4	2.0
O=C(NCCCN1CCN(c2ccccc2F)CC1)C1CCC(=O)N1C1CCCC1 (centres undefined)	91.2	-3.6	.	-32.5	-9.2	-1.9	104.0	1.8	7.1	4.2
CCOC(=O)C1=C(C)NC(=O)C1CC(=O)O (centres undefined)	68.6	-2.4	-5.2	-11.6	.	-0.7	70.6	-1.8	2.5	12.2
CN(CC(O)COCc1ccc2c(c1)OCO2)C1CCCCC1 (centres undefined)	84.3	5.1	-11.3	-7.3	.	-1.0	98.3	1.3	4.0	12.0
CC(c1ccccn1)N(CCN(C)C)C(=S)Nc1cccc(F)c1 (centres undefined)	88.4	-4.4	2.6	-27.4	3.1	-0.7	79.7	1.5	5.8	10.8
CCN(c1ccc(NC(=O)COC(=O)CCC(=O)c2ccc(F)cc2)cc1)C(C)C	94.0	-6.8	-1.1	-49.0	30.3	-1.0	97.4	4.1	-8.4	16.7
CCCCN1C(=O)Nc2ccccc2S1=O (centres undefined)	101.5	0.6	-0.3	0.0	.	-1.1	90.4	0.5	0.6	25.2
O=C(Oc1cc2oc(=O)c3c(c2cc1Cl)CCCC3)c1cccs1	100.5	-3.7	.	-33.1	.	-3.0	106.1	3.0	0.0	4.1
COC(=O)c1ccc(OS(=O)(=O)c2ccc(NC(C)=O)cc2)cc1	81.3	5.0	-2.5	-35.2	2.1	-3.5	87.3	3.0	-8.7	11.9
Cc1cc(Cl)c(S(=O)(=O)Nc2ccccn2)cc1OCC(N)=O	111.5	-5.5	9.0	2.2	-16.3	-0.2	99.0	-1.4	-19.5	32.0
CCOC(=O)N(NC(=O)C(O)(CC(C)C)CC(C)C)c1ccccc1	76.4	-2.9	-9.6	-21.3	1.4	-2.5	77.4	7.9	1.9	14.6
Nc1c(N=Nc2ccccc2F)c(=O)[nH]n1-c1ccccc1	96.1	-3.3	.	2.2	-0.8	-1.8	95.9	-1.6	-16.3	13.3
CC1CCc2c(sc3ncnc(NCCCOC(C)C)c23)C1 (centres undefined)	65.1	-1.8	0.0	-5.4	-34.7	-2.3	70.9	2.9	-10.8	9.2
CC(=NCCN1CCOCC1)C1=C(O)c2ccccc2C1=O	99.3	-7.2	.	-39.7	-5.5	-0.7	101.9	1.0	-12.7	2.1
O=C(O)Cc1csc(Nc2cccc(Cl)c2)n1	95.5	-0.3	-2.9	11.2	.	1.0	106.2	0.5	-6.6	23.5
COc1cccc(OCc2nnc(SC)n2C)c1	103.0	-0.2	0.0	-41.2	-35.4	-0.5	96.4	5.3	-20.9	3.6
CC1CN(C(=O)c2cccc(S(=O)(=O)N3CCOCC3)c2)CC(C)O1 (centres undefined)	89.5	10.5	-0.3	-22.3	.	-0.5	96.4	5.4	-6.7	36.2

Some of the entries so far, in markdown.
| mol | bCat KO growth | GALR2 antag | Phagocyt inh | BB579 growth dn | E-sel TNF inh | MRP-1 activ | PTEN del growth | NPY Y2 blocker | Yeast lifespan up | Measles CPE |
| --- | --- | --- | --- | --- | --- | --- | --- | --- | --- | --- |
| CCN(c1ccc(NC(=O)COC(=O)CCC(=O)c2ccc(F)cc2)cc1)C(C)C | 94.0 | -6.8 | -1.1 | -49.0 | 30.3 | -1.0 | 97.4 | 4.1 | -8.4 | 16.7 |
| CCCCN1C(=O)Nc2ccccc2S1=O (centres undefined) | 101.5 | 0.6 | -0.3 | 0.0 | . | -1.1 | 90.4 | 0.5 | 0.6 | 25.2 |
